Source: PubChem
PLCb3 inh – human PLC-beta3 inhibitors, primary screen, biochemical, fluorescence; 1-phosphatidylinositol 4,5-bisphosphate phosphodiesterase beta-3 (Homo sapiens), Q01970; hit rate 0.18% among 370,000; Purified PLC-beta3, fluorogenic substrate; inhibition, % at 12.2 µM; AID 720704, 2013; in the data active means inhibition above about 11%;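 further: 0% = median of compound wells on plate and 100% = full blocker control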
Target sequence (Q01970 whole entry, looked up): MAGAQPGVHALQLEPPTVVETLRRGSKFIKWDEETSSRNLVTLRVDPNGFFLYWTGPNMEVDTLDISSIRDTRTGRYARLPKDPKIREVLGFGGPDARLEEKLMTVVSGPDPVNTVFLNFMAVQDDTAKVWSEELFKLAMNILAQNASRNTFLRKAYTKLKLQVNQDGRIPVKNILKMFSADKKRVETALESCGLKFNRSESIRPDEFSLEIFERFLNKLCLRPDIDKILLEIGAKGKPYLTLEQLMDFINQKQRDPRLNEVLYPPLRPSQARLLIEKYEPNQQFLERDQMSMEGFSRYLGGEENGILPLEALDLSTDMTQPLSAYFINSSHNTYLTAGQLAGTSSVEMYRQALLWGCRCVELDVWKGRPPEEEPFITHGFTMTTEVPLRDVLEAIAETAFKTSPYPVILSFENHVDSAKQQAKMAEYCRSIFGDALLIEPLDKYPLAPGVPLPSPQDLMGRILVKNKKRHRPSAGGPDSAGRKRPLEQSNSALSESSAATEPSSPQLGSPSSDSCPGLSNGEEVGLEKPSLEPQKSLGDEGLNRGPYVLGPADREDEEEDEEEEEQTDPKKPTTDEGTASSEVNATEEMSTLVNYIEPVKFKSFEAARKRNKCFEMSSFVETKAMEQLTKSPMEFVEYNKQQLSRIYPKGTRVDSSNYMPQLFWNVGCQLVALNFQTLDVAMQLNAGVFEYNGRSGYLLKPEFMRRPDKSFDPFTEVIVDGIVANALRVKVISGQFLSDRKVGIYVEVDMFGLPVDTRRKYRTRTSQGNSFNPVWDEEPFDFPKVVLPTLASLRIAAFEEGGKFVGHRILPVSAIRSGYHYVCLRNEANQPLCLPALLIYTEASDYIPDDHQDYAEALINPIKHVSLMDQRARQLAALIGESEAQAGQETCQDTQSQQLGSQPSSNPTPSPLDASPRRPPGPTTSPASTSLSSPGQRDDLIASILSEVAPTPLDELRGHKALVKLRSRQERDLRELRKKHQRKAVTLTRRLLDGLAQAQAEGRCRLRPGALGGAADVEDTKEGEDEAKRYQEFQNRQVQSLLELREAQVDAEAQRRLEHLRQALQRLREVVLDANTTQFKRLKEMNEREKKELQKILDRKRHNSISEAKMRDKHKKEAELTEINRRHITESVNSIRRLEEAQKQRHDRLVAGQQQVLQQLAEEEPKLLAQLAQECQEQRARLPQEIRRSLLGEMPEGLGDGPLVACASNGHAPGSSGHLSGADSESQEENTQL
DAX1 inh-1 – DAX1 (NR0B1) inhibitors on StAR promoter, primary screen, cell-based, luminescence, SF-1 (NR5A1), full-length DAX-1; HEK293T StAR-luciferase reporter, SF-1/DAX-1 repression relief; inhibition, % at 6.8 µM; hit rate 1.1% among 370,000; AID 652010, 2013;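 active means inhibition above the mean over all tested compounds plus 3 SD, cut at about 3.6% in these data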;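 further: 0% = DAX-1 cells with DMSO and 100% = cells lacking DAX-1 with DMSO; higher inhibition means more luminescence from relief of DAX-1 repression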
HGIII-sPLA2 inh – human group III sPLA2 inhibitors, primary screen, biochemical, QFRET, BODIPY PC-A2 liposome substrate; AID 743126, 2013; Group 3 secretory phospholipase A2 (Homo sapiens), Q9NZ20; hit rate 0.56% among 370,000; inhibition, % at 12.2 µM; QFRET BODIPY PC-A2 liposome hydrolysis, fluorescence;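 active means inhibition above mean plus 3 SD of compounds lying within the high and low control bounds, cut at about 19% in these data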;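 further: 0% = median of test compound wells and 100% = no enzyme DMSO wells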
Rev-erbA mod – modulators of Rev-erb alpha DNA binding, primary screen, biochemical, FITC-DNA, fluorescence polarization, uHTS; activity, % at 10 µM; Nuclear receptor subfamily 1 group D member 1 (Homo sapiens), P20393; hit rate 0.79% among 370,000; Rev-erbα–FITC-DNA binding, 90 min; AID 1259318, 2017;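 active means activity above about 14%, limit read from the data; passing the limit was not always enough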;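 further: 0% = DMSO wells with 35 nM protein and 100% = DMSO wells with 750 nM protein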
hcDAF-12 act – H. contortus DAF-12 nuclear receptor activators, primary screen, cell-based, luminescence, HEK293, lit1-tk-luc reporter; HEK293 hcDAF-12 lit1-tk-luc reporter; 0% DMSO, 100% Δ7-dafachronic acid; activation, % at 6.8 µM; hit rate 1.4% among 370,000;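 active means activation above the mean of all tested compounds plus 3 SD, cut at about 5.5% in these data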;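 further: 100% = response to 3 µM Δ7-dafachronic acid high control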
PG9 binder – binders of HIV-1 gp120 antibody PG9, primary screen, biochemical, TR-FRET; HIV-1 gp120 / PG9 antibody interaction; hit rate 0.43% among 360,000; TR-FRET gp120-PG9 antibody binding; inhibition, % at 6.7 µM; in the data active means inhibition above about 8.5%
DAX1 inh-2 – DAX1 (NR0B1) inhibitors, primary screen, cell-based, HEK293, Gal4-DAX1, luciferase luminescence; HEK293 Gal4-DAX1 luciferase reporter; Nuclear receptor subfamily 0 group B member 1 (Homo sapiens), P51843; inhibition, % at 6.75 µM; hit rate 0.99% among 340,000; AID 504766, 2011;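 active means inhibition above the mean over all tested compounds plus 3 SD, cut at about 4.2% in these data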;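 further: 0% = DAX1-transfected cells with DMSO and 100% = empty-vector control cells with DMSO; inhibition shows as a rise in luminescence from relieved DAX1 repression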
hgDAF-12 ag – H. glycines DAF-12 receptor agonists, primary screen, cell-based, luminescence, HEK293, GAL4 fusion, UAS-luciferase | hit rate 1.8% among 370,000 | Nuclear hormone receptor DAF-12 (Heterodera glycines), GAL4 fusion | HEK293 GAL4-hgDAF12 UAS-luciferase reporter, agonist luminescence; normalized to butyrate control | activation, % at 6.8 µM | AID 687014, 2013;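 active means activation above a cutoff set at the mean of all screened compounds plus 3 SD, cut at about 10% in these data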;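 further: 0% = DMSO wells and 100% = sodium butyrate wells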
GAA850 FXN act – FXN promoter activators, primary screen, cell-based, luciferase luminescence, HEK293 lucGAA850; activation, % at 6 µM; hit rate 0.56% among 360,000; HEK293 lucGAA850 FXN promoter luciferase reporter, 24 h; percent of 10 µM SAHA response; AID 540364, 2011;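 active means activation above the average of all compounds screened plus 3 SD, cutoff fixed separately per campaign, cut at about 7.5% in these data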;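 further: 0% = DMSO wells and 100% = 10 µM SAHA wells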
ssDAF12 agonist – S. stercoralis DAF-12 nuclear receptor activators, primary screen, cell-based, luminescence, HEK293, GRIP1 co-expression, lit1-tk-luc; HEK293 ssDAF-12/GRIP1 lit1-tk-luc reporter; % of 3 µM dafachronic acid response; activation, % at 6.8 µM; hit rate 1% among 370,000; AID 652126, 2013;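 active means activation above the mean over all tested compounds plus 3 SD, cut at about 0.9% in these data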;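 further: 0% = DMSO-only wells and 100% = 3 µM delta7-dafachronic acid wells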
SMARCA2 activ – SMARCA2 (BRM) function activators, primary screen, cell-based, luminescence, high throughput. MG213 cells, MMTV-luciferase reporter, dexamethasone, overnight. activation, % at 9.1 µM. hit rate 1% among 370,000. AID 652017, 2013; in the data active means activation above about 7.8%;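 further: 0% = vehicle wells and 100% = reference activator wells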
* marks the source's active call; other numbers are inactive results; x = not tested or not shown. Not a hit list, and some 7% of all compounds hit somewhere here.

SMILES	PLCb3 inh	DAX1 inh-1	HGIII-sPLA2 inh	Rev-erbA mod	hcDAF-12 act	PG9 binder	DAX1 inh-2	hgDAF-12 ag	GAA850 FXN act	ssDAF12 agonist	SMARCA2 activ
Cc1ccc(NC(=O)CN2C(=O)NC(C)(C3CC3)C2=O)c(C)c1 (configuration not stated)	-1.9	-0.1	-2.2	7.0	-0.9	0.8	0.8	1.4	0.3	-1.1	-0.3
O=C(c1ccccc1F)N1CCN(c2ccccn2)CC1	-4.4	-0.2	-2.4	-3.5	-2.4	0.3	-0.6	0.3	2.0	-1.8	-3.0
Cc1ccc(S(=O)(=O)c2c(C)cc(C)nc2Cl)c(C)c1	-1.1	0.1	-2.9	-1.4	-1.0	0.5	0.1	-0.8	0.3	-1.4	1.7
CCOc1ccc2oc(C(=O)N3CCN(Cc4ccccc4)CC3)c(C)c2c1	-20.9	-0.2	-9.4	5.5	-1.3	-1.3	-0.4	0.6	-1.0	-1.2	-1.6
CN(Cc1ccc(F)cc1)C(=O)c1sccc1-c1ccccc1	-7.8	0.3	-3.7	-2.0	3.0	-2.5	0.7	-1.7	0.3	-1.0	1.1
CN1CCN(c2ccc(-c3cc(NC=O)c4ncc(-c5ccc(F)c(Cl)c5)n4c3)cc2)CC1	-242.6	-0.3	7.3	-2.1	2.9	-1.5	x	6.4	5.2	-0.1	2.3
CCCn1c(CCc2ccccc2)nnc1SCC(=O)N1CCOCC1	-1.4	-0.4	-0.6	1.3	-1.9	0.9	0.7	2.3	1.2	-1.3	1.3
O=C(NCc1ccc(F)cc1)C1CCCN1C(=O)Nc1ccc(F)cc1 (configuration not stated)	-6.1	0.1	-4.0	4.2	-0.5	-1.7	-0.2	-0.3	1.6	-1.5	1.6
CC1(C)CC(=O)/C(=C(\O)c2ccccc2)C(=NCCO)C1	3.4	0.0	-0.2	-3.3	-1.4	-1.3	1.0	0.5	0.6	-1.3	5.9
Cc1cccc(N(Cc2ccccc2)C(=O)c2ccc(S(C)(=O)=O)cc2)c1	-2.6	-1.5	-3.2	-0.1	-0.1	-1.7	-0.1	1.2	3.2	-0.9	7.1
CCCn1nc(C(=O)NNC(=O)c2cc(S(=O)(=O)NC)ccc2Br)c2ccccc2c1=O	-11.2	-0.8	4.6	5.1	-1.6	0.8	0.4	1.7	1.6	-0.6	0.8
NC(=O)[C@@H]1CCCN1C(=O)[C@@H](Cc1cnc[nH]1)NC(=O)[C@@H]1CCC(=O)N1	-1.6	0.4	-0.7	-4.3	-1.4	-1.3	-0.4	0.3	1.3	-1.3	0.6
CNc1ncnc(Sc2ccc(Cl)cc2)c1[N+](=O)[O-]	-4.9	-0.2	0.8	-2.8	-0.9	-1.7	x	1.0	-0.3	-1.7	0.1
CC(=O)OCC(OC(C)=O)C(OC(C)=O)C(OC(C)=O)C(=O)Nc1ccccc1 (configuration not stated)	-0.6	0.2	1.7	-2.5	-0.1	0.8	0.6	-2.1	1.3	-0.5	-1.7
O=C(COC(=O)C1CC1)Nc1ccc2c(c1)OCO2	-9.3	0.4	3.3	3.4	1.0	-1.3	0.3	-1.1	1.2	-1.5	-0.7
CCOC(=O)C1(Cc2cccc(Cl)c2)CCCN(C(=O)c2cccc(C)n2)C1 (configuration not stated)	-3.6	-3.5	2.6	-5.2	-2.6	0.3	-1.3	0.0	0.3	-2.4	-2.1
O=C(NNC(=O)c1ccccc1F)c1ccc(-c2ccccc2Cl)o1	-10.9	-0.4	-15.3	-6.7	0.6	-1.3	0.8	-0.5	0.5	-1.7	-0.4
CC(C)CC(=O)NC(=S)Nc1ccc(S(=O)(=O)Nc2nccs2)cc1	-0.1	-0.1	-17.4	3.2	0.9	-2.6	-1.2	-2.9	1.0	-1.5	-0.3
O=c1cn[nH]c2ccc(Br)cc12	4.5	0.2	0.1	3.5	-0.4	1.0	2.7	1.7	-1.6	-0.6	0.9
COC(=O)c1ccccc1NC(=O)CSc1nnc(-c2cccnc2)o1	-6.3	0.5	3.9	0.7	4.4	-0.5	-0.3	3.8	0.7	-0.1	1.1
CN(C)CCCN(C(=O)c1ccc(C(=O)c2ccccc2)cc1)c1nc2cc3c(cc2s1)OCCO3	-7.5	3.1	5.7	7.5	-1.8	-0.2	-0.2	3.3	-3.2	-1.6	-2.0
COC(=O)C[C@H]1C=C[C@@H](NS(=O)(=O)c2ccccc2)[C@@H](CO)O1	-0.3	-0.4	2.6	5.0	-1.5	-1.5	x	-0.1	x	-1.3	-5.1
COC(=O)c1ccc(NS(=O)(=O)c2cc3c4c(c2)CCN4C(=O)CC3)cc1	-4.6	-1.2	4.5	-0.3	-2.3	-0.1	1.1	-0.1	0.2	-0.8	-1.1
CCN(CC)S(=O)(=O)c1ccc(Cl)c(NC(=O)COC(=O)c2c(C)noc2C)c1	-0.6	-1.8	-1.7	-4.0	-5.0	-0.8	-1.8	-3.5	2.5	-1.7	-1.9
O=C(Nc1cccnc1Cl)c1cc(-c2ccc(O)cc2)on1	-14.5	0.0	-10.0	-5.3	-0.9	0.0	-0.1	1.8	1.4	-0.6	-0.6
SMILES	PLCb3 inh	DAX1 inh-1	HGIII-sPLA2 inh	Rev-erbA mod	hcDAF-12 act	PG9 binder	DAX1 inh-2	hgDAF-12 ag	GAA850 FXN act	ssDAF12 agonist	SMARCA2 activ
NC(=NCCc1ccccc1)NS(=O)(=O)c1ccccc1	0.6	0.1	9.1	-0.5	-1.4	-0.4	-0.3	-3.1	0.1	-1.4	-0.9
COC(=O)[C@]1(Cc2ccccc2)N[C@H](CN(C)C(=O)Nc2ccc(OC)cc2)[C@@H]2C(=O)N(C)C(=O)[C@@H]21	2.6	0.7	-0.5	1.1	0.5	-2.1	0.5	-0.4	-2.2	-0.5	3.4
C=CCN(Cc1ccc2c(c1)OCO2)C(C#CC1CC1)C(C)(C)C (configuration not stated)	-2.8	x	7.0	0.6	-0.7	x	x	0.2	x	-1.4	x
CCC(=O)c1ccc(OCC(O)CN2CCOCC2)cc1 (configuration not stated)	-4.8	-0.1	8.3	6.2	0.2	2.0	1.9	3.5	-0.4	-0.7	-3.1
Cc1c(C(=O)N2CCOCC2)c(S(=O)(=O)Nc2cccc(Br)c2)c(C)n1C	-8.0	-2.6	-4.3	4.7	-1.2	-1.9	0.2	0.7	-1.4	-1.2	-0.9
CC(C)C(=O)O/N=C1\CCS(=O)(=O)c2sccc21	-0.5	-0.3	2.2	-1.7	1.5	1.5	6.2*	1.7	0.5	-0.7	-4.0
CCOc1ccc(S(=O)(=O)NCCC(=O)N(CC)CC(=O)Nc2c(F)cccc2F)cc1	-3.3	-0.4	-7.8	-4.3	1.5	0.0	-0.2	-0.5	2.6	-1.1	0.7
Cc1ccc(NC(=O)c2ccc(Cl)c(S(=O)(=O)NCc3ccco3)c2)c(O)c1	5.1	3.9*	-58.5	4.5	4.8	-3.1	1.6	3.6	1.4	0.7	-3.6
CCN(CC(=O)Nc1ccccc1C(F)(F)F)C(=O)CN1C(=O)NC2(CCCCC2)C1=O	4.0	-1.1	-0.8	-11.7	-2.0	-0.6	-5.0	-1.4	2.1	-1.2	6.3
O=C(c1ccccc1F)N1CCN(c2ccccc2)CC1	3.5	-0.7	3.2	-4.3	-0.8	-1.4	0.8	0.7	1.9	-1.6	-1.8
CC(C)C[C@@H](CNCC(=O)[C@H](CC(C)C)NC(=O)c1[nH]cnc1C(=O)N[C@H](CN)CC(C)C)NC(=O)c1nc[nH]c1C(=O)N[C@@H](Cc1ccccc1)C(=O)O	-5.6	-0.7	-13.5	-5.5	-1.9	-0.8	-0.8	3.0	0.6	-1.1	-3.9
COc1ccc(OCc2nnc(SCC(=O)N3CCOCC3)o2)cc1	1.3	-0.1	-3.0	-1.8	-1.1	0.4	2.4	-1.3	2.2	-1.2	-2.0
COc1cccc(-c2cc(C(=O)N3CCN(C(=O)c4ccco4)CC3)[nH]n2)c1	-6.7	2.1	-2.5	1.5	-0.7	-1.3	1.0	-0.3	1.7	-0.8	1.7
CC(=O)c1ccc(NC(=O)c2noc(C)c2[N+](=O)[O-])cc1	-3.3	0.5	-24.4	0.1	3.2	-0.3	0.9	2.3	2.1	-0.1	-0.8
Oc1ccc(Nc2ccccc2F)c2cccnc12	-55.0	x	0.3	-5.3	2.8	x	x	3.4	x	0.5	x
CCc1ccc2c(c1)c1nnc(NN)nc1n2C	1.3	-0.7	-1.6	-5.6	3.1	-2.7	0.9	-1.1	4.1	-1.0	-3.7
CCn1c(CNC(=O)c2cccc(C)c2)nnc1SCC(=O)NC1CCCC1	1.9	0.1	1.1	-3.0	-2.4	1.1	-0.3	-2.6	0.5	-1.0	0.4
COC(=O)C[C@@H]1CC[C@@H]2[C@@H](COc3ccc(NC(=O)c4ccc(F)cc4)cc3C(=O)N2C)O1	3.4	-0.5	0.9	0.8	-1.4	x	x	0.3	x	-1.2	-3.6
CN(CCO)C(=O)CCC(=O)Nc1ccc(S(N)(=O)=O)cc1	1.6	-0.1	6.3	-3.0	0.5	1.8	0.8	-2.2	1.6	-0.7	-1.9
COc1ccccc1NC(=O)C(C)OC(=O)Cc1n[nH]c(=O)c2ccccc12 (configuration not stated)	-3.8	0.5	10.9	1.7	1.0	-0.4	2.2	0.2	1.3	-0.9	-1.3
O=C1C=C(C#Cc2ccc(Oc3ccccc3)cc2)C[C@@H](c2ccc(F)cc2)C1	-2.8	-0.4	12.5	-8.7	-2.0	1.0	0.0	0.3	0.3	-1.1	1.4
O=C(OCC(=O)c1ccc(Cl)s1)c1ccc(CO)cc1	-13.9	-0.4	-18.8	0.7	0.6	-1.6	-1.2	6.6	2.0	-1.1	3.2
Cc1ccc(-c2cc(-c3nnc(SCC(=O)N(C)CCC#N)n3N)c3ccccc3n2)cc1	-33.9	-0.7	2.0	-4.8	0.5	1.0	0.7	1.5	0.5	-0.4	-2.7
